Screening data (PubChem BioAssay)
procasp7 counter = counter-screen: procaspase-7 (human) activation | recombinant procaspase-7, Ac-DEVD-pNA absorbance 405 nm; D23A/D198A/D206A triple mutant, cannot self-cleave; scale: DMSO 0, 5 µM enzyme 100 | actives 0.093% (n = 330,000) | activation, % at 8.5 µM | P55210 | AID 463210;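 active = percent activation above the screen-wide mean plus 3 SD, cut at about 25% in these data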
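buffer or medium = Zinc-free HEPES/NaCl buffer, pH 7.4 | material = Procaspase-7 triple mutant (PC-7 D3A) | input = 2 µM procaspase-7 mutant as dispensed | signal = Epi-absorbance of released pNA at 405 nm, two timepoints | timing = 1 h preincubation, 2 h reaction | replicates = singlicate compound testing | evaluation = % activation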
proCasp3 act = activates human procaspase-3; recombinant procaspase-3 D3A, Ac-DEVD-pNA absorbance 405 nm; activation, % at 8.5 µM; actives 0.11% (n = 330,000); P42574;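 active = activation above the mean of all tested compounds plus 3 SD, cut at about 21% in these data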;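 also: 0% = DMSO alone and 100% = DMSO wells spiked with extra 5 µM PC-3 D3A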
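Assay system: Autoprocessing-dead procaspase-3 D3A mutant enzyme; also added: Ac-DEVD-pNA; doses: one concentration, 8.5 µM nominal, 0.8% DMSO; times: 1 h compound preincubation, 2 h substrate hydrolysis at 25 °C; technique: 405 nm absorbance of p-nitroaniline, reads at 0 and 120 min; measure: % activation between DMSO and enzyme-spiked controls; repeats: single replicate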
MEP2 TOR yeast = yeast TOR pathway MEP2-GFP modulation; GFP response vs DMSO, % at 10 µM; AID 2016; S. cerevisiae MEP2-GFP strain, flow cytometry GFP, 3 h; 100% = DMSO control level; actives 0.51% (n = 330,000);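 active = GFP response versus DMSO above a set limit, roughly screen mean plus 3 SD, cut at about 180% in these data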;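 also: median GFP fluorescence of the barcode-gated MEP2-GFP cells per well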
AHR act = activators of human aryl hydrocarbon receptor. P35869. AHR-responsive luciferase reporter cells, luminescence. activation, % at 5 µM. actives 2.5% (n = 320,000); in the data active = activation above about 47%;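 also: 0% = vehicle wells and 100% = reference agonist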
Target sequence (P35869 whole entry, looked up): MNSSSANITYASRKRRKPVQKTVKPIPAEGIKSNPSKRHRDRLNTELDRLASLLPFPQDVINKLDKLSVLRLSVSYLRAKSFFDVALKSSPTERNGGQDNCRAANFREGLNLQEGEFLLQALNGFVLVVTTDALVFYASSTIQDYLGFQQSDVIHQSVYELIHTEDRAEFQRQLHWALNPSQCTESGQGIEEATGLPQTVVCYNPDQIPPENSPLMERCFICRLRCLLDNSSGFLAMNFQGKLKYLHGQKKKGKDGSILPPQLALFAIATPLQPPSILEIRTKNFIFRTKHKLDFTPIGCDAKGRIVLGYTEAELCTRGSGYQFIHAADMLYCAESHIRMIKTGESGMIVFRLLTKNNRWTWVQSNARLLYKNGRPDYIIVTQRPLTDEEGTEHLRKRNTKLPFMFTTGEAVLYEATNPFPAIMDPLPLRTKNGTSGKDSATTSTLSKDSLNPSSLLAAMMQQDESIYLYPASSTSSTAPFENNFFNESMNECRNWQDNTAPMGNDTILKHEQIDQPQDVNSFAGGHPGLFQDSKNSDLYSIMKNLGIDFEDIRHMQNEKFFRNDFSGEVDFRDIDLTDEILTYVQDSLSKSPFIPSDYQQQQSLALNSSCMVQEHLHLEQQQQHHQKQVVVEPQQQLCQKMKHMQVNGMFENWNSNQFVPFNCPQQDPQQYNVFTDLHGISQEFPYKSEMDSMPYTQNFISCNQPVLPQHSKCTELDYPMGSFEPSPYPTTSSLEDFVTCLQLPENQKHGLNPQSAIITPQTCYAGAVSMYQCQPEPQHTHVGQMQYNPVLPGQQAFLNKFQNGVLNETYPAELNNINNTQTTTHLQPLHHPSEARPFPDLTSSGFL
CR mimetic SO = lowers age-related superoxide in aged yeast cells; AID 2690; S. cerevisiae aged cells, superoxide DHE fluorescence; hits give low values; superoxide response (% of plate mean), % at 10 µM; actives 0.18% (n = 330,000);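 active = superoxide response under a set limit, about three screen SD below normal, cut at about 65% in these data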;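 also: yeast aged for seven days with compound at 30 °C before DHE staining; 100% = average MFI of all compound-treated wells on the plate with controls excluded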
LAP4 TOR yeast = yeast TOR pathway LAP4-GFP modulation | GFP response vs DMSO, % at 10 µM | actives 0.34% (n = 320,000) | S. cerevisiae LAP4-GFP multiplex, flow cytometry GFP, 3 h; median GFP as percent of DMSO wells | AID 2023;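 active = GFP response vs DMSO above a set limit, about the screen mean plus 3 SD, cut at about 150% in these data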
GASC-1 inh = human JMJD2C demethylase inhibition. Q9H3R0. GST-JMJD2C(1-420) H3K9me3 demethylation, DELFIA europium. inhibition, % at 2.35 µM. actives 0.069% (n = 330,000). AID 2099;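 active = more than half of a compound's replicate wells show inhibition beyond 50%, single wells judged on their own value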;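 also: signal counts dimethyl H3K9 product captured on neutravidin plate; 0% = median of DMSO wells and 100% = 0.3 times that DMSO median; strong numbers were not always called active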
RPL19A-GFP yeast = alters RPL19A-GFP fluorescence in TOR pathway yeast screen. S. cerevisiae RPL19A-GFP strain, flow cytometry, 3 h; hits give low values. percent response vs DMSO, % at 10 µM. actives 0.3% (n = 330,000);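 active = percent response vs DMSO below 50%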;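 also: median channel GFP fluorescence of the barcoded RPL19A-GFP strain; ratio of sample median GFP to plate DMSO average so 100% = DMSO; lower means less RPL19A-GFP as with rapamycin TOR inhibition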
An asterisk follows results filed as active; & = joins results of further samples. This is a random part of the collection; overall some 3.8% were active at least once.

For COc1ccc(C/C(C)=N/NC(=O)c2ccc(C)cc2C)cc1 the results were procasp7 counter 5, proCasp3 act -1, MEP2 TOR yeast 122, AHR act 8, CR mimetic SO 73, LAP4 TOR yeast 114, GASC-1 inh 9 and RPL19A-GFP yeast 111.
For CCOc1ccccc1-n1c(SCC(=O)N2CCCC2)nnc1-c1ccc(O)cc1 the results were procasp7 counter 11, proCasp3 act -7, MEP2 TOR yeast 107, AHR act 0, CR mimetic SO 92, LAP4 TOR yeast 96, GASC-1 inh -15 and RPL19A-GFP yeast 97.
`Cn1c(COc2ccc3ccccc3c2)nnc1SCC(=O)OC1CCCCC1` gave procasp7 counter 4, proCasp3 act 4, MEP2 TOR yeast 79, AHR act 1, CR mimetic SO 116, LAP4 TOR yeast 91, GASC-1 inh 4 and RPL19A-GFP yeast 91.
`COC(=O)CCC(=O)c1oc2ccc(OC)cc2c1N` gave procasp7 counter 4, proCasp3 act 2, MEP2 TOR yeast 94, AHR act 2, CR mimetic SO 105, LAP4 TOR yeast 115, GASC-1 inh 15 and RPL19A-GFP yeast 95.
`Cc1cccc(CCNC(=O)C2CCN(S(=O)(=O)N3CCOCC3)CC2)c1` gave procasp7 counter 13, proCasp3 act 2, MEP2 TOR yeast 109, AHR act -1, CR mimetic SO 117, LAP4 TOR yeast 106, GASC-1 inh -8 and RPL19A-GFP yeast 107.
COc1cc(C2Nc3ccccc3NC3=C2C(=O)CC(c2ccc(OC)c(OC)c2)C3)ccc1O (stereo not given) was read as procasp7 counter 3, proCasp3 act 7, MEP2 TOR yeast 96, AHR act -1, CR mimetic SO 107, LAP4 TOR yeast 89, GASC-1 inh -6 and RPL19A-GFP yeast 101.
`O=C(Nc1ccccc1C(=O)N1CCOCC1)c1cccnc1` gave procasp7 counter 7, proCasp3 act 1, MEP2 TOR yeast 104, AHR act -4, CR mimetic SO 108, LAP4 TOR yeast 97, GASC-1 inh 2 and RPL19A-GFP yeast 103.
Screening O=C1NC(=S)SC1=C1CCCCCC1 returned procasp7 counter -5, proCasp3 act -15, MEP2 TOR yeast 103, AHR act 2, CR mimetic SO 81, LAP4 TOR yeast 138, GASC-1 inh 5 and RPL19A-GFP yeast 97.
`OCCNc1nc(N2CCN(Cc3ccccc3)CC2)nc2ccccc12` gave procasp7 counter 1, proCasp3 act -1, MEP2 TOR yeast 98, AHR act 15, CR mimetic SO 105, LAP4 TOR yeast 90, GASC-1 inh -4 and RPL19A-GFP yeast 93.
`S=C(CN1CCCC1=S)N1CCOCC1` gave procasp7 counter 4, proCasp3 act 2, MEP2 TOR yeast 94, AHR act 0, CR mimetic SO 102, LAP4 TOR yeast 100 and RPL19A-GFP yeast 96.
`Cc1ccc(S(=O)(=O)CNC(=O)c2ccccc2)cc1` gave procasp7 counter -2, proCasp3 act -7, MEP2 TOR yeast 87, AHR act 3, CR mimetic SO 102, LAP4 TOR yeast 95, GASC-1 inh -25 and RPL19A-GFP yeast 98.
Screening COc1ccccc1NS(=O)(=O)c1c(C)[nH]c(C)c1C(=O)N1CCCC1 returned procasp7 counter -1, proCasp3 act 4, MEP2 TOR yeast 97, AHR act -3, CR mimetic SO 81, LAP4 TOR yeast 90, GASC-1 inh 5 and RPL19A-GFP yeast 97.
O=C1CC(c2ccccc2)N1c1ccccc1 (stereo not given) was read as procasp7 counter 1, proCasp3 act -2, MEP2 TOR yeast 101, AHR act 4, CR mimetic SO 117, LAP4 TOR yeast 95, GASC-1 inh -8 and RPL19A-GFP yeast 102.
`O=C(COc1ccc(F)c(Cl)c1)N1CCN(c2ccccn2)CC1` gave procasp7 counter 0, proCasp3 act 1, MEP2 TOR yeast 99, AHR act 9, CR mimetic SO 100, LAP4 TOR yeast 105, GASC-1 inh -3 and RPL19A-GFP yeast 100.
Screening CC1CN(C(=O)c2ccccc2C(=O)c2ncc[nH]2)CC(C)O1 (stereo not given) returned procasp7 counter 8, proCasp3 act 0, MEP2 TOR yeast 105, AHR act 2, CR mimetic SO 136, LAP4 TOR yeast 101, GASC-1 inh 3 and RPL19A-GFP yeast 98.
`CCCc1nc2c(c(=O)c3ccccc3n2C)c(=O)n1-c1cc(C)cc(C)c1` gave procasp7 counter 10, proCasp3 act 5, MEP2 TOR yeast 90, AHR act 2, CR mimetic SO 87, LAP4 TOR yeast 102, GASC-1 inh 3 and RPL19A-GFP yeast 94.
CCn1c(C)nc2cc(C(=O)OC)ccc21 was read as procasp7 counter 6, proCasp3 act -2, MEP2 TOR yeast 102, AHR act -1, CR mimetic SO 91, LAP4 TOR yeast 102, GASC-1 inh -4 and RPL19A-GFP yeast 100.
O=C(NCc1cccs1)Nc1cc(Cl)ccc1Cl was read as procasp7 counter -6, proCasp3 act 8, MEP2 TOR yeast 104, AHR act -9, CR mimetic SO 111, LAP4 TOR yeast 95, GASC-1 inh -2 and RPL19A-GFP yeast 104.
Screening O=C(N/N=C/c1ccc(-c2cccc([N+](=O)[O-])c2)o1)c1cccs1 returned procasp7 counter -7, proCasp3 act 3, MEP2 TOR yeast 101, AHR act 27, CR mimetic SO 104, LAP4 TOR yeast 98, GASC-1 inh -24 and RPL19A-GFP yeast 95.
Screening C#CCn1c(CCNC(=O)c2ccco2)nc2ccccc21 returned procasp7 counter 4, proCasp3 act 6, MEP2 TOR yeast 98, AHR act 7, CR mimetic SO 111, LAP4 TOR yeast 100, GASC-1 inh 0 and RPL19A-GFP yeast 100.
`CC(C)(C)OC(=O)C[C@@H]1C/C=C\C[C@@H](CC(=O)N[C@H](CO)Cc2ccccc2)C(=O)NC[C@H](c2ccccc2)OC1=O` gave procasp7 counter 4, proCasp3 act -2, MEP2 TOR yeast 92, AHR act 0, CR mimetic SO 80, LAP4 TOR yeast 90, GASC-1 inh 2 and RPL19A-GFP yeast 92.
Screening O=c1[nH]c(=S)c2c(n1-c1ccccc1)CCC2 returned procasp7 counter 0, proCasp3 act -3, MEP2 TOR yeast 105, AHR act 2, CR mimetic SO 103, LAP4 TOR yeast 91, GASC-1 inh -2 and RPL19A-GFP yeast 99.
For COc1ccccc1N(C)S(=O)(=O)c1ccc(C(=O)Nc2cc(F)ccc2C)cc1 the results were procasp7 counter -7, proCasp3 act 0, MEP2 TOR yeast 110, AHR act 0, CR mimetic SO 82, LAP4 TOR yeast 97, GASC-1 inh -6 and RPL19A-GFP yeast 101.
COc1ccccc1NC(=O)N1CCN(C)CC1 was read as procasp7 counter 1, proCasp3 act 0, MEP2 TOR yeast 104, AHR act 4, CR mimetic SO 94, LAP4 TOR yeast 92, GASC-1 inh 7 and RPL19A-GFP yeast 103.
Screening O=C(CCCN1C(=O)c2ccccc2C1=O)Nc1c(C(=O)C2CC2)oc2ccccc12 returned procasp7 counter 11, proCasp3 act 8, MEP2 TOR yeast 93, AHR act 3, CR mimetic SO 127, LAP4 TOR yeast 93, GASC-1 inh 3 and RPL19A-GFP yeast 96.
Screening CCOC(=O)N1CCN(C(=O)C(C)c2ccc([N+](=O)[O-])cc2)CC1 (stereo not given) returned procasp7 counter 9, proCasp3 act 4, MEP2 TOR yeast 106, AHR act -2, CR mimetic SO 99, LAP4 TOR yeast 101, GASC-1 inh -1 and RPL19A-GFP yeast 100.
CC(=O)c1cccc(S(=O)(=O)N(Cc2cc3cc4c(cc3[nH]c2=O)OCCO4)CC2CCCO2)c1 (stereo not given) was read as procasp7 counter 4, proCasp3 act 2, MEP2 TOR yeast 98, AHR act 4, CR mimetic SO 96, LAP4 TOR yeast 104, GASC-1 inh -2&1 and RPL19A-GFP yeast 99.
Screening O=C(CSc1nnc(-c2cccnc2)n1Cc1ccco1)c1ccccc1 returned procasp7 counter -4, proCasp3 act -8, MEP2 TOR yeast 99, AHR act 16, CR mimetic SO 93, LAP4 TOR yeast 91, GASC-1 inh -5 and RPL19A-GFP yeast 97.
CCC(C)C(NC(=O)OC(C)(C)C)C(=O)NC(C(=O)N1CCCC1C(N)=O)C(C)CC (stereo not given) was read as procasp7 counter 9, proCasp3 act 1, MEP2 TOR yeast 117, AHR act -1, CR mimetic SO 89, LAP4 TOR yeast 118, GASC-1 inh 32 and RPL19A-GFP yeast 104.
For COc1ccc(OC)c(S(=O)(=O)N2CCC(C(=O)NC3CCCCC3)CC2)c1 the results were procasp7 counter 2, proCasp3 act 3, MEP2 TOR yeast 102, AHR act 0, CR mimetic SO 105, LAP4 TOR yeast 88, GASC-1 inh -5 and RPL19A-GFP yeast 106.

Compounds listed so far that contain a Cl atom:
`O=C(COc1ccc(F)c(Cl)c1)N1CCN(c2ccccn2)CC1` gave procasp7 counter 0, proCasp3 act 1, MEP2 TOR yeast 99, AHR act 9, CR mimetic SO 100, LAP4 TOR yeast 105, GASC-1 inh -3 and RPL19A-GFP yeast 100.
O=C(NCc1cccs1)Nc1cc(Cl)ccc1Cl was read as procasp7 counter -6, proCasp3 act 8, MEP2 TOR yeast 104, AHR act -9, CR mimetic SO 111, LAP4 TOR yeast 95, GASC-1 inh -2 and RPL19A-GFP yeast 104.

Next compounds follow.
For O=C(NCCCN1CCCC1=O)c1cc(-c2ccc(F)cc2)nc2ccccc12 the results were procasp7 counter 8, proCasp3 act 8, MEP2 TOR yeast 103, AHR act 3, CR mimetic SO 107, LAP4 TOR yeast 92, GASC-1 inh 0 and RPL19A-GFP yeast 98.
`Cc1cnc(C(=O)Nc2ccc(S(=O)(=O)NCC(C)C)cc2)cn1` gave procasp7 counter 0, proCasp3 act 4, MEP2 TOR yeast 90, AHR act 0, CR mimetic SO 93, LAP4 TOR yeast 103, GASC-1 inh -1 and RPL19A-GFP yeast 100.
CCC(C)C(NC(=O)c1ccc(Cl)cc1)C(=O)O (stereo not given) was read as procasp7 counter 1, proCasp3 act 6, MEP2 TOR yeast 115, AHR act 0, CR mimetic SO 120, LAP4 TOR yeast 98, GASC-1 inh -5 and RPL19A-GFP yeast 95.
`COc1ccc(-c2csc(C)n2)cc1OC` gave procasp7 counter -3, proCasp3 act -7, MEP2 TOR yeast 99, AHR act -5, CR mimetic SO 109, LAP4 TOR yeast 85, GASC-1 inh -10 and RPL19A-GFP yeast 98.
For COCC(=O)Nc1ccc(N2CCOCC2)c(S(=O)(=O)Nc2ccc(OC)cc2)c1 the results were procasp7 counter -7, proCasp3 act 3, MEP2 TOR yeast 94, AHR act 0, CR mimetic SO 109, LAP4 TOR yeast 102, GASC-1 inh 3 and RPL19A-GFP yeast 96.
Screening O=C(CN(Cc1ccc(F)cc1)C(=O)CCC(=O)Nc1ccccn1)NCc1ccco1 returned procasp7 counter 4, proCasp3 act -7, MEP2 TOR yeast 105, AHR act 1, CR mimetic SO 91, LAP4 TOR yeast 106, GASC-1 inh -1 and RPL19A-GFP yeast 98.
Screening Cc1ccc[n+](C(C)C(=O)c2ccc(Cl)cc2)c1 (stereo not given) returned procasp7 counter -1, proCasp3 act 10, MEP2 TOR yeast 101, AHR act -2, CR mimetic SO 99, LAP4 TOR yeast 95, GASC-1 inh 27 and RPL19A-GFP yeast 102.
